Screens: PubChem BioAssay, several laboratories
Dengue-2 NS5 capping: Dengue-2 NS5 methyltransferase inhibitors, primary screen, biochemical, confirmation dose response (AID 588689) | Genome polyprotein (Dengue virus type 2 (strain 16681-PDK53)) | Dengue-2 NS5 methyltransferase capping enzyme assay, biochemical; higher % means a stronger effect | inhibition, % at 25 µM; hits with a dose series show IC50 in µM | 0.3% of 340,000 active; in the data active means a potency from the dose series; inconclusive means inhibition above about 29% without an active follow-up result
Yfh1-depleted yeast: enhancers of respiration in Yfh1-depleted yeast, dose response, Friedreich's ataxia, plus single-dose screen (AID 1465); S. cerevisiae Yfh1-off respiration, WST-1 reduction, 72 h; higher fold induction means a stronger effect; fold induction at 50 µM; hits with a dose series show EC50 in µM; 0.074% of 220,000 active;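 active means fold induction of absorbance versus untreated yeast above a set limit, then at least 30% activation at any dose in follow-up; inconclusive means repeats straddling the limit, or above it without dose testing; inactive means fold induction below the set limit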;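 further: activators that raise dye reduction in frataxin-depleted yeast; strong numbers were not always called active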
K1F lysis inhibition: inhibition of K1F phage lysis, E. coli UTI89, bacterial capsule biogenesis inhibitors, alamar blue (AID 488966); E. coli UTI89 K1F phage lysis, alamar blue, 2 h; higher % means a stronger effect; one-dose inhibition, % at 100 µM; IC50 in µM for titrated hits; 0.02% of 340,000 active;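 active means phage lysis inhibition, versus mean bacterial control, above a set limit; inconclusive means no clear call, values can overlap the other calls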;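 further: capsule biogenesis inhibitors block K1F phage lysis so surviving cells raise fluorescence; higher fluorescence means more inhibition of phage lysis; actives were called in the ten point dose series up to 300 µM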
RSV antiviral HEp-2: RSV antiviral activity via CPE protection, HEp-2 cells, primary 10 µM value included (AID 2391); HEp-2 cells, RSV-induced CPE inhibition; higher % means a stronger effect; CPE inhibition, % at 10 µM; hits with a dose series show IC50 in µM; 0.13% of 310,000 active; in the data active means a potency from the dose series; inconclusive means CPE inhibition mostly from about 23% at the one dose, without a potency; inactive means the rest, 99 in 100 with CPE inhibition below about 21%; further: strong numbers were not always called active
XIAP antagonists: XIAP antagonists, biochemical, IAP family, fluorescence polarization (AID 1018); XIAP BIR domain, fluorescence polarization peptide displacement; higher % means a stronger effect; displacement, % at 20 µM; hits with a dose series show IC50 in µM; 0.007% of 200,000 active; E3 ubiquitin-protein ligase XIAP (Homo sapiens); in the data active means displacement above about 50%; further: a part of the inactive calls stands beside numbers as strong as those of hits
West Nile virus CPE: West Nile virus antiviral activity, cell-based, CPE readout (AID 1621); West Nile virus-infected cells, CPE inhibition; higher % means a stronger effect; one-dose CPE inhibition, % at 10 µM; IC50 in µM for titrated hits; 0.02% of 290,000 active; in the data active means a potency from the dose series; inconclusive means CPE inhibition mostly from about 3.7% at the one dose, without a potency; inactive means the rest, 99 in 100 with CPE inhibition below about 2.2%; further: strong numbers were not always called active
WT yeast gro inh: growth inhibition of WT strain, primary screen, mitochondrial fusion inhibitor project, WT and mutant strains, chemical genetic; mitochondrial fusion phenotypic screen; inhibition, % at 10 µM; 2.1% of 190,000 active; in the data active means inhibition above about 58%; tested in S. cerevisiae
SV40 large T antigen: SV40 large T antigen inhibitors, biochemical (AID 1903) | SV40 large T antigen ATPase/helicase inhibition assay; higher % means a stronger effect | inhibition, % at 20 µM; hits with a dose series show IC50 in µM | 0.39% of 310,000 active; in the data active means a potency from the dose series; inconclusive means inhibition mostly from about 32% at the one dose, without a potency; inactive means the rest, 99 in 100 with inhibition below about 32%; further: strong numbers were not always called active
ER stress rescue: rescue of cells from ER stress-induced death, primary screen, 384-well, CSM14.1, thapsigargin, ATP luminescence (AID 1222). 190,000 tested, under 10 active. CSM14.1 thapsigargin-induced death rescue, ATP luminescence; higher % means a stronger effect. one-dose cellular ATP content (survival), % at 20 µM; EC50 in µM for titrated hits;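 active means EC50 below 50 µM in the dose-response confirmation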;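 further: death triggered by thapsigargin at about 15 µM added after 2 h compound pretreatment; cell ATP read after overnight thapsigargin exposure of roughly 18 to 22 hours; normalized against plate controls of thapsigargin alone and 5% DMSO vehicle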
WT yeast gro inh mutant strain: second read-out of WT yeast gro inh, no call of its own (marks repeat the call); inhibition, %; mitochondrial fusion phenotypic screen, mutant strain inhibition
* marks the source's active call; other numbers are inactive results; i = inactive; ? = inconclusive; . = not tested or not shown; [ ] = remark or other dose.

SMILES | Dengue-2 NS5 capping | Yfh1-depleted yeast | K1F lysis inhibition | RSV antiviral HEp-2 | XIAP antagonists | West Nile virus CPE | WT yeast gro inh | WT yeast gro inh mutant strain | SV40 large T antigen | ER stress rescue
CCCCOC(=O)c1c(C)oc2ccc(NS(=O)(=O)c3ccc4c5c(cccc35)C(=O)N4)cc12 | -2% | i | 0.5% | -0.6% | -4.9% | 1.0% | 22 | 14 | 17% | 6.7%
O=C1C(Cc2ccccc2)C(c2ccccc2)N1c1ccccc1 (stereo not drawn) | -6% | i | -0.4% | -2.4% | 0.3% | -0.2% | 51 | 10 | 7% | -1.3%
O=[N+]([O-])c1ccc(Oc2cccc(F)c2)c2ccncc12 | 8% | i | -0.2% | 6.1% | -5.4% | 0.6% | 22 | 8 | 4% | -3.5%
CCOc1cccc(OCCCCn2cnc3ccccc3c2=O)c1 | -3% | i | 0.1% | 4.7% | -4.8% | -1.2% | 2 | 5 | 3% | 0.7%
Cc1c(NC(=O)/C(C#N)=C/c2ccc(-c3ccc(Cl)c(Cl)c3)o2)c(=O)n(-c2ccccc2)n1C | -6% | i | 0.2%[50 µM] | 52% | -4.0% | -0.8% | 55 | 10 | 0% | 1.6%
CCOC(=O)/C(=C\C=C\N1CCOCC1)C(C)=O | -8% | i | 1.7% | 0.9% | -4.5% | 0.4% | 0 | -3 | 4% | -1.1%
Cc1ccccc1CNC(=O)c1ccccc1NS(C)(=O)=O | -6% | i | -1.4% | -0.2% | 1.0% | 0.5% | -1 | -3 | 9% | -0.5%
COCCn1c(SCc2nnc(-c3ccc(OC)c(OC)c3)o2)nnc1-c1ccncc1 | 2% | i | -0.1% | 1.1% | . | 0.3% | . | . | -4% | .
CC(C)NC(=O)Cn1c(SCC(=O)N2CCCc3ccccc32)nc2ccccc21 | 2% | i | 1.5% | 0.8% | -1.0% | -0.2% | 3 | 14 | 7% | 0.2%
Cc1ccc(-c2cc(-c3ccc(F)cc3)n[nH]2)c(O)c1 | -2% | . | 0.2% | 19% | . | -1.9% | . | . | 12% | .
CC1(C)C2CC=C(/C=N/NC(=S)NCCc3ccccc3)C1C2 (stereo not drawn) | -2% | i | -0.7% | 6.5% | -5.6% | -1.3% | 66* | 40* | 11% | -0.8%
Cc1ccc(C(=O)C(C)OC(=O)c2nc(Cl)ccc2Cl)cc1 (stereo not drawn) | -1% | . | 0.1% | 0.8% | . | -0.4% | . | . | 5% | .
O=C(COC(=O)c1ccc[nH]c1=O)Nc1ccc(S(=O)(=O)N2CCCC2)cc1 | -3% | i | -0.1% | 3.6% | . | 0.0% | . | . | 13% | .
CC1=CCC2C(=O)N(Cc3ccccc3)C(=O)C2C1 (stereo not drawn) | 0% | i | 1.6% | 3.1% | -7.1% | 0.2% | -1 | -4 | 2% | -3.6%
O=C(Cc1c[nH]c2ccccc12)N[C@@H](Cc1c[nH]c2ccccc12)C(=O)O | -4% | . | 0.3% | 1.6% | . | 0.2% | . | . | 8% | .
O=C(NCCN1CCN(c2ccccc2)CC1)c1cccn2c(=O)c3cc(Cl)ccc3nc12 | -4% | i | 1.3% | . | -5.1% | -0.3% | 8 | -15 | 3% | -0.2%
COc1ccc(S(=O)(=O)N2CCCC2)c(C)c1C | -1% | i | 5.1% | 4.7% | . | -1.4% | -10 | 15 | 21% | -0.9%
CCOc1ccc2cc(C#N)c(SCC(=O)NC(C)CC)nc2c1 (stereo not drawn) | . | i | . | 1.2% | -2.0% | -0.3% | 11 | -18 | 18% | -1.7%
Cc1ccc(C)c(CSCC(=O)NCc2cccs2)c1 | 4% | i | 0.0% | -2.8% | -5.0% | . | 1 | -9 | 6% | 1.6%
O=C(Cn1c(=O)oc2cc(S(=O)(=O)N3CCCCC3)ccc21)N1CCc2ccccc21 | -4% | . | 0.0% | 0.7% | -3.8% | . | -3 | -7 | 1% | 2.3%
O=S(=O)(Nc1ccc(Cc2ccncc2)cc1)c1ccc(Cl)cc1 | . | i | -0.3% | 1.9% | -4.8% | -0.5% | -10 | -7 | 14% | -0.3%
O=C(c1ccncc1)N(c1ccc2oc3c(c2c1)CCCC3)S(=O)(=O)c1cccc([N+](=O)[O-])c1 | -7% | i | 2.2% | 3.5% | -4.9% | -1.2% | 49 | 14 | 18% | -1.7%
COc1ccc(NC(=O)N(C2CCCCC2)C(C)c2ccco2)c(OC)c1 (stereo not drawn) | -5% | i | 0.2% | ? | -7.0% | -0.2% | 15 | 10 | 1% | -0.1%
CCCc1nnc(SCC(=O)N2C(C)CCCC2C)n1CCCOC (stereo not drawn) | 1% | i | -0.1% | 2.6% | -8.3% | -0.5% | 2 | -11 | 8% | -0.5%
NC(=O)c1ccccc1NC(=O)/C=C/c1c(Cl)cccc1Cl | 3% | i | -0.4% | 0.9% | -5.3% | -0.1% | 2 | 28 | 3% | -0.5%
CCN1C(=O)[C@H]2[C@@H](c3ccc(-c4cccc(Cl)c4)cc3)N3CCCC[C@@]3(C(=O)OC)[C@H]2C1=O | -5% | . | 1.0% | 1.2% | . | . | . | . | 18% | .
CC(C)NC(=O)c1[nH]nc2c1CCc1ccccc1-2 | -3% | . | -0.8%[50 µM] | 1.7% | . | -0.8% | . | . | 5% | .
O=C(NCCN1CCN(C(=O)c2ccc(F)cc2)CC1)C(=O)NCc1ccccc1 | -5% | . | 0.2% | 0.3% | . | -0.9% | . | . | 9% | .
CC(C)c1ccc(N(C(=O)c2ccco2)C(C(=O)NC2CCCC2)c2ccncc2)cc1 (stereo not drawn) | -6% | . | -0.1% | 0.4% | . | -0.4% | . | . | 6% | .
Cc1ccccc1CNC(=O)C1CCC(=O)N(Cc2cccc(F)c2)C1 (stereo not drawn) | -12% | . | 2.9% | 1.4% | . | 0.2% | . | . | 8% | .
O=C(Cn1c(NCCO)nc2ccccc21)c1ccco1 | -3% | i | 1.2% | 0.9% | -0.7% | -0.3% | 18 | 27 | 5% | -1.2%
O=c1[nH][nH]c(C(F)(F)F)c1C=Nc1cccc(Cl)c1 | -5% | i | -0.2% | 1.6% | -1.8% | 0.7% | 25 | -6 | 6% | -0.6%
COc1ccc(C(=O)O)cc1S(=O)(=O)NCc1ccccn1 | -4% | . | 0.1% | 1.4% | . | -0.2% | . | . | 4% | .
Cc1c(C(=O)NC2CCCCC2)oc2ccccc12 | -1% | . | 0.4% | 3.1% | . | -0.7% | . | . | 0% | .
O=S(=O)(NC1CC1)c1cccc(S(=O)(=O)N2CCCC2)c1 | . | i | 0.4% | 1.6% | -2.1% | -0.2% | -14 | 10 | -3% | -1.8%
Cc1c(C(=O)N(C)C)c2cc(Cl)ccc2n1O | -6% | i | 0.0% | -0.9% | -0.6% | -0.5% | 7 | -1 | 34% | -0.8%
CCOC(=O)c1cnn(-c2ncnc3sc(C)c(C)c23)c1N | -3% | i | 0.6% | 1.6% | 2.6% | 0.2% | 6 | 0 | 4% | -1.1%
Cc1ccc(NC(=O)CSc2nnc(-c3ccncc3)o2)cc1 | -3% | i | 0.6% | -2.1% | -6.6% | 1.0% | 3 | -15 | 5% | -3.1%
COc1ccc(NC(=S)N(CCN2CCOCC2)C2CCN(C(C)=O)CC2)cc1Cl | -6% | i | 0.4% | -0.1% | -4.1% | -0.6% | 5 | 9 | 8% | -1.1%
CC(C)(C)c1ccc(/C=C/C(=O)NC2=NCCS2)cc1 | 1% | i | 0.3% | 13% | -6.8% | 0.8% | 72 | 82 | 19% | -3.0%
O=C1COc2ccc(C(=O)COC(=O)c3cnc(Cl)c(Cl)c3)cc2N1 | -5% | i | 0.6% | 1.5% | -5.5% | -0.3% | -13 | 9 | 23% | -1.2%
O=C(Cn1c(=S)[nH]c2ccccc2c1=O)NCCc1ccccc1 | -10% | i | 0.3% | 1.3% | -0.5% | 0.1% | -18 | 1 | 9% | 0.3%
CCn1c(SCC(=O)Nc2ccc(C(=O)OC)cc2)nc2cccnc21 | -4% | . | 1.3% | 1.4% | -8.1% | . | -11 | 13 | 9% | -0.6%
COc1ccc(CC(=O)NC(=S)Nc2ccc(S(N)(=O)=O)cc2)cc1 | -2% | i | 1.2%[50 µM] | 1.4% | -1.2% | 0.5% | 2 | -15 | 8% | 15%
Cc1cccc(C)c1NC(=O)CS(=O)CC(=O)NCC1OCCc2ccccc21 (stereo not drawn) | -6% | i | -0.2% | 3.7% | -4.6% | 0.2% | 9 | 5 | 3% | -2.7%
O=C(CCCc1nc(-c2ccccc2)no1)NC1CCCC1 | 1% | . | -1.3% | 17% | . | -0.2% | . | . | 9% | .

The order is random; 2.2% or so of the library scored in one or more.
